# High-throughput results deposited in PubChem BioAssay by several laboratories.
# Ba/F3 V617F tox = loss of viability in JAK2V617F-driven Ba/F3 cells; Ba/F3 EpoR-JAK2V617F viability, ATP luminescence; inhibition, % at 5.6 µM; 220,000 tested, 1.1% active; AID 1446;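 active means inhibition above the campaign mean plus 3 SD over all tested compounds, cut at about 24% in these data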;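 further: cytokine-independent growth of Ba/F3 cells driven by EpoR plus mutant JAK2; 0% = DMSO-treated cells and 100% = JAK inhibitor I control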
# zfTRPN1 agonist = zebrafish TRPN1 (NompC) channel agonism; HEK293 zebrafish TRPN1-YFP, Fluo-8 calcium fluorescence; 100% = response to 87 µM carbachol; activation, % at 3 µM; 220,000 tested, 0.18% active;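 active means activation above its plate's cutoff, the mean activation of test wells on that plate plus 3 SD, cut at about 19% in these data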;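 further: 0% = DMSO alone and 100% = 87 µM carbachol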
#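 Material – zebrafish TRPN1-YFP in HEK293 cells · Doses – 3 µM single point · Schedule – dye 1 h 37 °C plus 30 min RT · Signal – Fluo-8 calcium fluorescence, excitation 470-495 nm, emission 515-575 nm · Read-out – % activation versus carbachol response · Control set – carbachol high, DMSO low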
# TRPML3 agonist = human mucolipin-3 channel agonism | Q8TDD5 | HEK293 TRPML3-YFP, Fluo-8 calcium fluorescence; 100% = the carbachol control signal | activation, % at 3 µM | 220,000 tested, 0.29% active | AID 1448;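 active means activation above its plate's cutoff, the mean activation of the plate's test wells plus 3 SD, cut at about 12% in these data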;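 further: 0% = DMSO only wells and 100% = carbachol wells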
# Target sequence (Q8TDD5 whole entry, looked up): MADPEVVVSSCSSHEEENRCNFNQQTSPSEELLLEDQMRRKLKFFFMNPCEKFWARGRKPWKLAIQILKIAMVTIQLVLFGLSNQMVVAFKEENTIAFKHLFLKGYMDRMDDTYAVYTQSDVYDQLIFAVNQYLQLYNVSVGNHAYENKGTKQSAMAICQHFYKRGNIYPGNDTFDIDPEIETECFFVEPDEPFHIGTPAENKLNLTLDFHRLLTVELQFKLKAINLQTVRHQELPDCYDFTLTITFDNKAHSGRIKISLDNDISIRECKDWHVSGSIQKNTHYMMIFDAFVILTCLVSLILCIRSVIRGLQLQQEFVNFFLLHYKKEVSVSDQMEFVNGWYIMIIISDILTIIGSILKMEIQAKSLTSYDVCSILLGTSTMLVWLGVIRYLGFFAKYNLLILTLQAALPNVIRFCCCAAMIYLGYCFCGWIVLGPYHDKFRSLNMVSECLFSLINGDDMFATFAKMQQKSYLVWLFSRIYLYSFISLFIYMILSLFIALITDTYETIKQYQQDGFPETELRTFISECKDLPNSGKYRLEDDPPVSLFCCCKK
#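 system = HEK293 cells stably carrying human TRPML3-YFP | doses = one concentration, 3 µM nominal, 0.3% DMSO | timing = dye loading 1 h 37 °C then 30 min ambient, 125 s read | detection = Fluo-8 calcium dye fluorescence, ex 470-495, em 515-575 nm | benchmarks = high control carbachol 87 µM, low control DMSO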
# Calpain2 inh = calpain II (pig) inhibition | 220,000 tested, 0.37% active | AID 1236 | inhibition, % at 16 µM | purified calpain II, fluorogenic peptide substrate, 30 min;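 active means inhibition above about 50%, limit read from the data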
# EP2 mod = EP2 receptor (human) modulation | P43116 | EP2-expressing cells, cAMP HTRF FRET, PGE2 co-stimulation | induction, % at 25 µM | 260,000 tested, 0.83% active;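 active means compounds whose cAMP rise, as percent of the full-agonist control response, exceeds 60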;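 further: rat C6 glioma line stably carrying human EP2 under a CMV promoter; the protocol text gives 20 µM as final concentration; 100% = response of wells given 1 µM PGE2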
# PERK inhibitor = inhibitors of human PERK kinase; 220,000 tested, 0.17% active; AID 1416; CHO PERK-DD fusion, SEAP luminescence translation reporter; inhibition, % at 5.6 µM;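 active means inhibition above the mean inhibition of all tested compounds plus 3 SD, set separately per screening campaign, cut at about 2.9% in these data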;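 further: PERK kinase domain activated by AP20187 dimerizer at 100 nM; 0% = DMSO with dimerizer and 100% = rapamycin at 8.4 µM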
# S1P4 antag = human S1P4 receptor antagonism | O95977 | S1P4-expressing cells, antagonist mode, reporter read-out | inhibition, % at 4.98 µM | 220,000 tested, 0.26% active | AID 1510; in the data active means inhibition above about 29%;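 further: 0% = wells stimulated with agonist and 100% = vehicle wells without agonist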
# Target sequence (O95977 whole entry, looked up): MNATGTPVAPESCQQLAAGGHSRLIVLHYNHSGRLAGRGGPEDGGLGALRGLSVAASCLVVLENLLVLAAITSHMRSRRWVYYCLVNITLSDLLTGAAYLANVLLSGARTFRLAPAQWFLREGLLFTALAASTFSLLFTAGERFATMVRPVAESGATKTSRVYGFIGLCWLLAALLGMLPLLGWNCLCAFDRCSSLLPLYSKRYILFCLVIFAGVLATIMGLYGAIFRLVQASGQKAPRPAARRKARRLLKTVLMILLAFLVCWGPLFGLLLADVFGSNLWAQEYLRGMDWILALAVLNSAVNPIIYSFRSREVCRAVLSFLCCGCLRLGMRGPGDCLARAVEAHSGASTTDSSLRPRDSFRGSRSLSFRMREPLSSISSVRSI
# BaF3 tox = parental Ba/F3 viability inhibition as JAK2V617F counter-screen; CellTiter-Glo ATP luminescence; inhibition, % at 5.6 µM; 220,000 tested, 1.1% active; AID 1486;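 active means inhibition above a per-campaign cutoff, the mean inhibition of all tested compounds plus 3 SD, cut at about 27% in these data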;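 further: 0% = DMSO wells and 100% = JAK Inhibitor I control wells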
# S1P4 ag = human S1P4 receptor agonism. AID 1509. activation, % at 4.98 µM. S1P4-expressing cell line, agonist reporter assay. 220,000 tested, 0.35% active; in the data active means activation above about 11%;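 further: 0% = DMSO vehicle and 100% = reference agonist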
# Active calls of the source: *; & = joins results of further samples.
SMILES,Ba/F3 V617F tox,zfTRPN1 agonist,TRPML3 agonist,Calpain2 inh,EP2 mod,PERK inhibitor,S1P4 antag,BaF3 tox,S1P4 ag
CCN1CCN(CCNC(=O)CS(=O)(=O)Cc2nc(-c3ccc(C)cc3)oc2C)CC1,-2.0,1.3,0.1,-11.0,11.0,0.2,-6.1,7.3,0.2
Cc1ccc(N(C(=O)NC2CCCCC2)C2=NCCCCC2)cc1,5.7,1.4,0.4,23.6,58.8,0.5,-7.5,10.4,-1.3
O=C(OCc1cccc(F)c1)c1ccc2c(c1)-c1ccccc1C2=O,0.9,0.3,0.9,20.7,8.7,-0.7,-17.6,1.8,1.7
O=C(/C=C/c1c(Cl)cccc1Cl)NCc1ccccc1,-1.5,-1.0,-0.4,5.6,11.9,0.7,-10.3,4.8,0.1
Cc1ccc2c(Cl)cc(Cl)c(OCC(=O)NCc3ccco3)c2n1,-2.1,-1.4,0.1,-194.8,-0.6,-0.1,-16.0,5.9,-1.9
CCOCc1c(C(=O)NC2=Nc3ccccc3NC(CC)=C2C(=O)OCC)oc2ccccc12,3.2,1.0,1.6,37.5,38.8,-0.3,18.0,5.2,-0.4
CCOC(=O)C1CCCN(c2cc(=O)n(C3CCCCC3)c(=O)[nH]2)C1 (centres undefined),4.0,1.2,0.9,-3.4,12.1,-0.1,7.1,11.5,-2.4
Cc1ccc2c(c1)C(=O)C(=O)N2CCCOc1ccccc1,1.7,-0.3,-1.3,23.7,-23.2,0.6,-10.5,10.0,1.2
CC(C)Oc1ccc(OCCNC2CCCC2)cc1,-4.6,-0.1,0.8,12.6,-6.9,-0.2,-8.5,2.1,-2.2
O=C(CNC(=O)c1ccco1)OCC(=O)c1ccccc1,1.0,3.6,0.4,-26.1,46.9,1.9,11.0,-1.4,-2.3
COc1ccc(S(=O)(=O)NNC(=O)c2ccccc2-n2cccc2)cc1,-2.1,0.4,1.1,-12.5,27.2,1.1,-0.2,1.8,-0.4
CC(=O)Nc1ccccc1OCC(=O)NC(C)c1ccc(F)cc1 (centres undefined),0.3,0.2,0.7,-14.9,13.4,0.6,-6.7,3.1,-0.3
CN1C(=O)C(CC(=O)Nc2ccccc2)S/C1=N/c1nccs1 (centres undefined),-2.3,0.6,0.8,-25.8,-12.3,0.1,-20.3,8.9,1.8
COc1ccc(Br)c(C(=O)NC2CCCC2)c1,-2.5,-0.3,0.1,5.1,0.7,1.8,-4.8,0.7,0.8
CC1(/[N+]([O-])=C/c2ccc(F)cc2)CCCCC1=O (centres undefined),-2.7,0.3,1.3,-14.7,-15.1,1.2,6.9,-1.0,0.7
COc1ccc(C2CCCN2C(=S)Nc2cccc(Cl)c2)cc1OC (centres undefined),-1.7,0.9,0.7,7.8,4.7,2.0,-22.3,5.4,3.0
N#C/C(C(=O)c1ccccc1)=C1/CCCCCN1,2.2,0.6,0.5,7.6,-9.4,-0.6,8.2,4.2,-2.1
CCCCN(CC)S(=O)(=O)N1CCC(C(=O)NCCCN2CCOCC2)CC1,-4.0,0.9,0.8,9.4,4.6,1.4,2.5,1.9,-0.4
COc1ccc(Cl)cc1NC(=O)c1oc(C)nc1C,-1.2,-0.8,-0.3,-98.2,-19.1,0.9,-1.8,4.8,0.7
CC(C)(C)C(=O)Nc1cc(S(=O)(=O)N2CCCCC2)ccc1N1CCCCC1,2.3,-2.7,0.7,20.4,27.1,-0.4,-25.6,4.1,-0.4
Cc1ccc(-n2c(C)cc(/C([O-])=C(/C(=S)Nc3ccc(F)c(Cl)c3)[n+]3ccccc3)c2C)cc1,-3.0,0.6,0.5,-27.8,-16.2,0.9,-1.1,0.7,-2.9
COc1ccc(Br)cc1/C=N/NC(=O)CN1CCN(Cc2ccccc2)CC1,-1.1,0.5,0.2,-12.5,3.0,-1.1,16.8,0.3,1.1
O=C(CN1CCCCC1)N=Nc1c(O)[nH]c2ccccc12,2.8,1.8,0.0,7.3,-5.2,0.5,0.3,8.3,0.2
CC(C)CN(CC(C)C)C(=O)Cc1coc2ccc3ccccc3c12,0.4,-1.0,0.3,30.8,59.4,-0.6,4.3,5.5,0.3
Cc1c(NS(=O)(=O)c2ccccc2)c(=O)n(-c2ccccc2)n1C,-1.4,0.6,0.6,13.3,8.1,-0.2,4.5,2.4,-1.2
CCCCCc1nc2c(C#N)c(-c3ccc(Cl)cc3)ccn2n1,-0.7,1.1,0.2,-31.1,27.2,1.4,-13.1,7.7,-1.0
COc1cc(CC(=O)Nc2nccs2)cc(OC)c1OC,-1.4,1.3,1.5,20.8,-13.9,-0.2,-18.0,4.3,0.5
Cn1ccnc1SCCNC(=O)CCc1nnc(CCc2ccccc2)o1,-2.7,0.9,1.1,-16.0,2.2,-0.4,13.1,1.4,0.8
CCc1c(C)nc(SCC(=O)c2ccc(C)c(C)c2)[nH]c1=O,-3.7,1.4,0.2,6.6,21.6,-0.1,1.6,1.7,-1.3
CCOCCn1c(SCCCc2ccccc2)nc2c1c(=O)[nH]c(=O)n2C,5.2,-1.1,0.2,21.2,62.2*,-1.1,-10.3,4.8,2.0
CCC(C)NC(=O)CSc1nc2ccsc2c(=O)n1-c1ccc(OC)cc1 (centres undefined),0.1,-1.2,0.8,25.4,1.2,0.3,-8.1,2.1,0.2
CC(C)[C@H](NC(=O)OCc1ccccc1)C(=O)NCc1ccccc1,4.7,-0.5,-0.5,19.0,-4.9,-0.6,-31.4,11.4,-0.4
O=C(Nc1ccc(Cl)cc1)C1CC2CCCC(C1)C2=O (centres undefined),0.7,2.2,0.6,21.8,-32.5,0.2,-20.4,1.2,0.1
CC(NC(=O)C1CC1)C(c1cccs1)N1CCOCC1 (centres undefined),-5.0,1.7,1.2,0.0,17.0,0.7,-8.3,1.1,-0.1
O=C1CN2C(=Nc3ccc(Br)cc3C2c2ccccc2)CCN1 (centres undefined),3.3,-0.1,0.8,18.9,2.7,-0.8,-1.1,4.1,1.2
COc1ccc(-c2noc(C(C)n3nc(C)c([N+](=O)[O-])c3C)n2)cc1OC (centres undefined),-1.7,-0.2,-0.6,-40.3,4.3,-1.5,-17.1,0.3,0.7

# An excerpt from above, reduced to S1P4 antag and TRPML3 agonist.
compound	S1P4 antag	TRPML3 agonist
O=C(Nc1ccc(Cl)cc1)C1CC2CCCC(C1)C2=O (centres undefined)	-20.4	0.6
CC(NC(=O)C1CC1)C(c1cccs1)N1CCOCC1 (centres undefined)	-8.3	1.2

# (next part)
SMILES,Ba/F3 V617F tox,zfTRPN1 agonist,TRPML3 agonist,Calpain2 inh,EP2 mod,PERK inhibitor,S1P4 antag,BaF3 tox,S1P4 ag
CCCCNC(=O)c1cc2ccccc2s1,4.4,0.8,0.3,31.6,-70.9,0.3,0.1,7.9,-3.2
Nc1ccc2[nH]ncc2c1,-0.7,0.6,0.6,-25.6,24.1,0.8,-7.5,3.7,0.7
CCCCN1C(=O)C(NC(=O)CC(C)C)(C(F)(F)F)C2=C1CC(C)(C)CC2=O (centres undefined),-0.9,0.0,0.1,6.7,35.6,0.4,-1.2,2.1,-0.8
Cc1cc(=O)[nH]c(N/N=C/c2cn(CCC#N)nc2-c2ccccc2)n1,4.4,0.9,0.6,41.5,-31.9,0.3,13.0,5.1,1.8
CCOC(=O)c1[nH]c2ccc(Br)cc2c1NC(=O)CNC,-0.1,1.1,1.6,-22.6,-16.2,-1.3,-2.9,5.1,0.9
C/C(=N/Nc1cc(-c2ccccc2)nc(-c2ccccc2)n1)c1ccc(O)cc1,0.3,-1.7,0.4,-11.3,33.2,-0.5,-15.1,-0.9,0.8
Cc1cccc(N(C(=O)c2sc(C)nc2C)C(C(=O)NCc2ccco2)c2ccccc2)c1 (centres undefined),0.9,0.8,-0.5,34.9,21.9,-0.7,-32.5,4.4,-2.5
CC(C)C(C(=O)OCC(=O)c1ccccc1)N1C(=O)C2C3C=CC(C3)C2C1=O (centres undefined),0.1,0.6,0.3,-19.1,-5.9,-0.7,-6.5,6.2,-0.2
CCN1CCOC(CC(=O)Nc2cccc([N+](=O)[O-])c2)C1=O (centres undefined),0.8,1.7,0.5,-17.5,-4.4,-0.4,8.6,-0.3,0.6
O=C(COC(=O)c1cc([N+](=O)[O-])ccc1NCCO)c1ccc(Cl)cc1,0.4,0.7,0.2,17.9,17.8,0.5,-1.8,8.2,-2.1
Cc1cccc(Nc2nnc(-c3ccc(N4CCOCC4)c([N+](=O)[O-])c3)c3ccccc23)c1,5.4,-3.1,0.7,-28.7,-11.8,-1.6,-19.9,5.1,-0.4
COc1ccc(/C=N/NC(=O)CCn2cnc3ccccc32)cc1,4.3,-0.2,-0.2,16.7,-31.6,0.1,-22.0,-2.2,-1.3
CCOC(=O)N1CCN(C(=S)NC(=O)C23CC4CC(CC(C4)C2)C3)CC1,3.5,-0.5,0.2,7.3,-0.6,-0.2,7.5,7.8,0.6
CCCCOCCCn1cnc2c([nH]c3cc(OC)ccc32)c1=O,2.8,0.0,-0.1,1.9,-32.7,-0.8,-2.4,4.6,-1.5
C=CCNC(=S)Nc1cccc([N+](=O)[O-])c1,-2.4,2.4,1.7,-5.7,13.0,1.1,-10.8,-4.3,-0.6
O=C1COCC(=O)N1CCc1c[nH]c2ccccc12,1.2,0.1,0.5,9.7,-19.3,0.5,-12.7,-4.8,1.0
O=C(Cc1cccs1)Nc1ccc(NC(=O)c2ccco2)cc1,-3.0,1.0,0.6,-7.1,16.9&-38.1,1.9,-18.8,6.2,1.9
O=[N+]([O-])/C=C1/CCCCCN1,-5.6,-0.8,-0.3,7.8,-9.4,2.4,-14.4,-1.7,-1.3
O=C1c2ccccc2-c2nc3ncnn3c(-c3ccccc3Cl)c21,-0.2,-0.8,-0.3,-7.4,13.0,0.4,-13.7,2.8,-1.8
Cn1c(O)c(N=NC(=O)C2COc3ccccc3O2)c2ccccc21 (centres undefined),0.3,0.7,0.4,-18.4,-10.7,-0.2,-4.4,0.4,1.0
OC1(c2cccc(C(F)(F)F)c2)CCN(c2ccc(-c3ccccc3)nn2)CC1,2.0,-0.1,0.9,-2.3,22.3,0.8,-10.0,9.1,-1.2

# With a hit mark in EP2 mod, of those listed so far:
Compound | TRPML3 agonist | Calpain2 inh | EP2 mod | PERK inhibitor | S1P4 antag | S1P4 ag
CCOCCn1c(SCCCc2ccccc2)nc2c1c(=O)[nH]c(=O)n2C | 0.2 | 21.2 | 62.2* | -1.1 | -10.3 | 2.0

# Five of the entries above in order of the EP2 mod value, descending:
Compound,TRPML3 agonist,Calpain2 inh,EP2 mod,PERK inhibitor,S1P4 antag,S1P4 ag
OC1(c2cccc(C(F)(F)F)c2)CCN(c2ccc(-c3ccccc3)nn2)CC1,0.9,-2.3,22.3,0.8,-10.0,-1.2
C=CCNC(=S)Nc1cccc([N+](=O)[O-])c1,1.7,-5.7,13.0,1.1,-10.8,-0.6
CCOC(=O)N1CCN(C(=S)NC(=O)C23CC4CC(CC(C4)C2)C3)CC1,0.2,7.3,-0.6,-0.2,7.5,0.6
O=[N+]([O-])/C=C1/CCCCCN1,-0.3,7.8,-9.4,2.4,-14.4,-1.3
O=C1COCC(=O)N1CCc1c[nH]c2ccccc12,0.5,9.7,-19.3,0.5,-12.7,1.0
